Screens as filed in PubChem BioAssay.
TAG inh: inhibitors of triacylglycerol accumulation, primary screen, cell-based, uHTS, fluorescence, H9c2; actives 0.66% (n = 230,000); AID 651582, 2012; inhibition, % at 12.5 µM; H9c2 cells, Nile Red lipid (TAG) fluorescence; cells loaded with 200 µM oleic acid;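 active means pattern-corrected inhibition of lipid staining of at least 50% with the nuclear-stain viability signal not falling by more than 50%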;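 further: 0% = DMSO wells and 100% = triacsin C control wells; some results filed as inactive read as strong as hits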
TAG inh DAPI viability: further read-out of TAG inh, marked with its call; DAPI nuclei signal change (viability), lower = more cytotoxic, %;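 whole-well DAPI fluorescence read on a plate reader as a viability signal; minus 50 percent equals half of cells still viable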
Starred values were filed as active, the others as inactive.

SMILES	TAG inh	TAG inh DAPI viability
CCCN(CC(=O)Nc1cc(C)on1)S(=O)(=O)c1cccc(C(F)(F)F)c1	-21	2
CC(=O)Nc1cccc(OC(=O)c2ccoc2C)c1	2	-6
Cc1ccc(-c2nnc(N3CCCCC3)c3ccccc23)cc1	-2	6
CCc1noc(C)c1C(=O)N(CC)CC(=O)Nc1ccccc1C(F)(F)F	5	4
CC1CCN(C(=O)COC(=O)c2ccc3c(c2)C(=O)N(Cc2ccco2)C3=O)CC1	5	-1
CCOC(=O)Nc1nc(-c2ccccc2)c(C(=O)c2ccc(Cl)cc2)s1	59*	-28*
Cc1onc(-c2ccccc2)c1C(=O)NCc1cccs1	-9	-7
Cc1cccc(C(=O)N2CCC(C)(C(=O)NS(=O)(=O)C3CC3)C2)c1C (configuration not stated)	-6	9
CCCN1/C(=C2/SC(=S)N(CC)C2=O)C=Cc2ccccc21	35	12
COc1ccc(-c2csc3ncn(-c4ccccc4)c(=O)c23)cc1OC	15	-2
CCn1c(SCCN2CCCCC2)nc2c1c(=O)n(C)c(=O)n2C	-5	2
Cc1cccc(C)c1C(O)c1ncc(-c2cccc3ccccc23)[nH]1 (configuration not stated)	2	2
CCS(=O)(=O)Nc1ccc(-c2ccc(NS(=O)(=O)CC)c(OC)c2)cc1OC	2	-19
CC[C@H](C)[C@@H](C(=O)N1CCNCC1)n1cc([C@@H](N)Cc2ccc(O)cc2)nn1	-22	8
O=C(CCC1CCN(C(=O)c2ccco2)CC1)NCc1ccc(F)cc1	1	-8
O=C(Nc1cc([N+](=O)[O-])ccc1C(=O)Nc1cccnc1)c1ccccc1	23	-14
COc1ccc(NC(=O)COC(=O)CN2C(=O)C3CC=CCC3C2=O)c([N+](=O)[O-])c1 (configuration not stated)	-7	3
C=CCN=Cc1c(C)[nH]n(-c2ccccc2)c1=O	-5	0
COc1ccc(-c2c[n+](CC(=O)N3c4ccccc4Sc4ccccc43)c3n2CCC3)cc1	-15	8
c1ccc2sc(C3CCN(Cc4nnnn4Cc4ccc5c(c4)OCO5)CC3)nc2c1	-6	4
O=C(CSc1nnc(C2CCCCC2)n1Cc1ccccc1)NCc1ccco1	1	3
COc1ccc(NC(=O)CNC(c2ccccc2)c2ccccc2)cc1	-8	-9
COc1ccc(C(=O)OCC(=O)NC2CC2)cc1[N+](=O)[O-]	0	4
COc1cc(OC)c2c(C)cc(=O)oc2c1C(CCN1CCOCC1)c1ccc(N(C)C)cc1 (configuration not stated)	-2	11
COc1ccc(CCNC(=O)c2cc(C3CC3)nc3c2cnn3C(C)C)cc1OC	3	0
Cc1cc(F)ccc1S(=O)(=O)N1CCCOC1CNC(=O)C(=O)NCc1ccncc1 (configuration not stated)	11	-5
Cc1cccc(-n2ncc3c(=O)[nH]c(SCC(=O)Nc4cc(C)on4)nc32)c1	-1	-5
CCOC(=O)CN(C(=O)CSc1nnc(-c2ccncc2)n1CCCOC)c1ccccc1	2	13
CCc1ccccc1NC(=O)CCC(=O)N1CCN(C(C)=O)CC1	25	11
CN(C(=O)c1cccc(NC(=O)Cc2ccc(NC(=O)C3CCN(S(=O)(=O)c4cccc([N+](=O)[O-])c4)CC3)cc2)c1)C1CCC1	-10	16
O=C(c1cnn2c(-c3ccccc3)cc(-c3ccccc3)nc12)N1CCN(Cc2ccccc2)CC1	2	13
CN(C)c1nc(OCCNC(=O)Nc2ccc(Cl)cc2)nc(N(C)C)n1	-7	5
CN(C)CCNC(=O)COc1cccc2c1OC(C)(C)C2	8	-1
COCCn1c(SCc2ccc(F)cc2)nc2ccccc2c1=O	-7	-3
O=C(CN1C(=O)c2ccccc2S1(=O)=O)Nc1ccc(S(=O)(=O)Nc2ncccn2)cc1	0	-7
CC(C)CCC(CC(C)O)C(=O)NNC(=S)Nc1ccccc1 (configuration not stated)	0	-7
COC(=O)c1sc(NC(=S)NC(=O)c2cccc(Br)c2)nc1C	-2	-5
COc1cc(OC)c(OC)cc1NC(=O)CC1COc2ccccc2O1 (configuration not stated)	-6	-3
O=C(Nc1cccc(Cl)c1)N1CCCC1	5	-4
CC(C)(C)c1ccc(C(=O)N2CCN(CCNC(=O)C(=O)NCc3ccc(Cl)cc3)CC2)cc1	6	5
Cc1cc(C)n(-c2ccc(C(=O)OCc3nnc(-c4ccccc4)o3)cc2)n1	5	-3
CCC(C)C(=O)Nc1nnc(SCC(=O)Nc2ccc(F)cc2)s1 (configuration not stated)	-1	-13
CC(NC(=O)c1cc(F)c(F)cc1Cl)c1ccncc1 (configuration not stated)	12	-4
CCC(C)NC(=O)c1ccc2c(Cl)c3c(nc2c1)CCC3 (configuration not stated)	21	-6
O=C(OCc1csc(-c2ccccc2)n1)c1cccs1	-7	-15
CCOC(=O)CC(=O)CSc1nc2c(cc1C#N)CCC2	3	4
CCn1c(SCc2cccc(F)c2)nnc1-c1cccnc1	-6	3
Cc1cc(Cl)ccc1OC(C)C(=O)Nc1cccc(S(=O)(=O)N2CCOCC2)c1 (configuration not stated)	-10	1
CCOc1cc(/C=N/Nc2ccc(S(=O)(=O)Nc3ccccc3C(=O)O)cc2[N+](=O)[O-])cc(Cl)c1O	7	-2
CC(C)n1cc(CN2CCCC(CNS(=O)(=O)c3cccc4cccnc34)C2)cn1 (configuration not stated)	6	-6

Other structures.
SMILES	TAG inh	TAG inh DAPI viability
CCOc1ccc(Cn2nnc(C(=O)NCc3ccccc3)c2N)cc1	-17	4
O=C(NCc1cccnc1)c1ccccc1-c1ccccc1	-7	3
O=c1oc(CCCO)cc2ccccc12	-1	-8
COc1ccc(-c2cc(NC=O)c3ncc(-c4cccc(C(=O)NCCN(C)C)c4)n3c2)cn1	9	5
COC(=O)c1ccc(N2CCOCC2)c(NC(=O)c2ccco2)c1	15	0
CSC1=N/C(=C\c2ccc(Cl)cc2)C(=O)N1N(C)C	-20	7
Cc1ccnc(NC(=O)CNC(=O)c2sc3ccccc3c2Cl)c1	20	-10
COCCn1c(=NC(=O)C(C)(C)C)sc2cc([N+](=O)[O-])ccc21	2	1
C[C@H](O)[C@@H]1CN2CCc3c([nH]c4ccccc34)[C@@H]2C[C@@H]1N(C)C(=O)Nc1ccc(F)cc1	22	-10
O=C(Nc1ccccc1C(=O)N1CCCCC1)c1cc(F)c(F)cc1Cl	0	1
CC(=O)N(CC1CCCO1)c1nnc(-c2ccccn2)s1 (configuration not stated)	5	-3
CNC(=S)N1CCC(C(=O)c2ccc(Cl)cc2)CC1	7	3
Cc1ccc(NC(=O)c2c(F)cccc2Cl)cc1S(=O)(=O)N1CCOCC1	18	0
O=C(Cc1ccc(N2CCNC2=O)cc1)N1CCCC(Nc2ccc(F)c(F)c2)C1 (configuration not stated)	41	-23
Cc1cc(C)c2c(CC(=O)N(CCC#N)Cc3cccnc3)coc2c1	0	0
O=C(CN1CCC(C(=O)c2ccc(F)cc2)CC1)Nc1ccc(F)cc1	9	-7
O=C(CCCSc1nnnn1-c1cccc2ccccc12)c1ccc(F)cc1	-19	-1
CC(=O)Oc1ccc(-c2cccc(C(=O)N(C)c3ccc(O)cc3)c2)cc1	-6	8
CC(NC(=O)c1ccccc1)C(=O)NC1=NCCS1 (configuration not stated)	-4	-1
NC(=O)C1CCN(CC(=O)Nc2ccccc2C(=O)NC2CC2)CC1	3	1
COc1cc2oc(=O)ccc2cc1[C@H](O)[C@@H](O)C(C)(C)O	6	-8
CC(=O)NC(c1ccccc1)c1nc(-c2cccc(C#N)c2)cs1 (configuration not stated)	-7	8
COc1cccc(N2CCN(C(=O)c3ccc(CSc4nc5ccncc5[nH]4)cc3)CC2)c1	-23	16
CC(C)(C)n1cnc(C(N)=O)c1N	4	-6
NS(=O)(=O)c1ccc(CNS(=O)(=O)c2cc(C(=O)O)ccc2Cl)cc1	-17	6
O=C(NCCc1ccc(Cl)cc1)c1cnccn1	-4	-1
CCC(=O)c1ccc(OCC(=O)OCC(=O)N(C)CC(=O)Nc2ccc(F)cc2)cc1	-2	5
CNC(=O)C1C2C=CC3(O2)C1C(=O)N(CCOC)C3C(=O)NCc1ccc(OC)cc1 (configuration not stated)	14	-14
COc1ccc(OC)c(S(=O)(=O)Nc2cc3c4c(c2)C(C)C(=O)N4CCC3)c1 (configuration not stated)	-3	2
CCCc1n(CC(O)COC2CCCCC2)c2ccccc2[n+]1C (configuration not stated)	-15	1
c1csc(C2=Nn3c(nnc3-c3ccncc3)SC2)c1	6	-6
CSc1ccc(OC2(C)CCN(Cc3ccc4c(c3)OCCO4)C2)cc1 (configuration not stated)	-16	10
N#CC(=Nc1ccccc1)c1ccccc1	6	-1
Fc1ccc(C2CC(c3ccco3)=Nc3ccccc3S2)cc1 (configuration not stated)	-7	12
Cc1cccc(NS(=O)(=O)c2nnc(NC(=O)c3ccc(Cl)cc3)s2)c1	5	1
O=S1(=O)CC(O)C(N=Nc2c(O)n(Cc3ccccc3)c3ccccc23)C1 (configuration not stated)	9	-6
CC(=O)Nc1ccc(CN2CCN(CC(C)C)C(CCO)C2)cc1 (configuration not stated)	-4	2
CC(C)CC(=O)N1CCN(Cc2cccc([N+](=O)[O-])c2)CC1	-2	-26
CCCNS(=O)(=O)/C=C/c1ccccc1	-8	9
COc1ccc(CCC(=O)Nc2cnc3ccccc3c2)cc1	2	0
Cc1ccc(-n2cc3c(=O)n(C)c(=O)n(C)c3c2)cc1C	0	5
COC(=O)c1cc(COC(=O)c2nc3nc(C)cc(C)n3n2)oc1C	-10	-4
Cc1ccc(C(=O)C(C)Sc2nnc(N)s2)cc1 (configuration not stated)	0	3
CN(C(=O)CSc1nc2ccccc2c(=O)n1C)C1CCS(=O)(=O)C1 (configuration not stated)	-2	-2
O=[N+]([O-])c1cccc(CN2[C@@H](Cc3ccccc3)COCCS2(=O)=O)c1	-7	7
Cc1cnc(C(=O)OC(C)C(=O)Nc2ccc(Oc3ccccc3)cc2)cn1 (configuration not stated)	-6	-5
c1ccc2c3n(nc2c1)CCCCO3	5	-22
CC1CN(CC(O)COc2ccc(C(C)C)cc2)CC(C)O1 (configuration not stated)	-4	4
Cc1nc(N2CCN(C(c3ccccc3)c3ccccc3)CC2)[nH]c(=O)c1C	-28	8
CCOC(=O)c1sc(NC(=O)c2ccc(S(=O)(=O)N(CC)CC)cc2)nc1C	16	0

New compounds follow.
SMILES	TAG inh	TAG inh DAPI viability
CNC[C@H]1Oc2ccc(NC(=O)Nc3ccc4c(c3)OCO4)cc2C(=O)N([C@H](C)CO)C[C@@H]1C	19	-5
CN(c1ccccc1)S(=O)(=O)CS(=O)(=O)N(C)c1ccccc1	-12	-4
O=C(NNC1=C(C(=O)C(F)(F)F)CCC1)c1cccc(O)c1	7	-9
COc1ccccc1C#CC1=CC(=O)CC(C)(C)C1	-8	3
COC1=C(C)C(=O)C2=C(C1=O)C1C3CC4=C(C(=O)C(OC)=C(C)C4=O)C(CNC(=O)C(C)=O)N3C(C#N)C(C2)N1C (configuration not stated)	109	-69
CC(C)(C)OC(=O)C[C@@H]1C/C=C\C[C@@H](CC(=O)NCCO)C(=O)NC[C@H](c2ccccc2)OC1=O	-7	-2
O=C(CSc1ncn[nH]1)N1N=C2/C(=C/c3ccccc3)CCCC2C1c1ccccc1 (configuration not stated)	-7	20
O=C(Nc1cccc(-c2nnc(-c3ccccc3)o2)c1)C1CCCCC1	36	-4
O=C(Nc1ccc(F)cc1)Nc1ccc2c(c1)OCO2	12	-7

Some of the compounds tested (hit frequency here may not be typical).
